# FXIa inh 1536 = human FXIa protease inhibitors, primary screen, biochemical, 1536-well; Coagulation factor XI (Homo sapiens), P03951; purified FXIa, Boc-Glu-Ala-Arg-AMC fluorogenic substrate; inhibition, % at 5 µM; AID 798, 2007; 220,000 tested, 0.14% active;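 active = inhibition of at least 40%; inactive = inhibition below 40%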;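 also: fluorescence of freed AMC excited at 355 nm; 0% = enzyme without compound and 100% = no enzyme blank; many of its hits are not listed in these tables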
# Target sequence (P03951 19-387 limits assumed): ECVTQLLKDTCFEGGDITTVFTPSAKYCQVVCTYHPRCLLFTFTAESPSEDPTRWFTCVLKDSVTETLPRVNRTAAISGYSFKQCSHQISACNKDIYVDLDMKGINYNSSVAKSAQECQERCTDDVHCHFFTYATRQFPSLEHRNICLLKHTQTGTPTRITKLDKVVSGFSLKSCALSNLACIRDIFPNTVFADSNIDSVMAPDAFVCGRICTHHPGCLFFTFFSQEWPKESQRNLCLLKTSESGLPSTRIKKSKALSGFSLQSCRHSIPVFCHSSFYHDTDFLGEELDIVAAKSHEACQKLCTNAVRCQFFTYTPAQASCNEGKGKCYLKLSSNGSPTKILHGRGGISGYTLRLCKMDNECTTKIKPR
# Target sequence (P03951 388-625 limits assumed): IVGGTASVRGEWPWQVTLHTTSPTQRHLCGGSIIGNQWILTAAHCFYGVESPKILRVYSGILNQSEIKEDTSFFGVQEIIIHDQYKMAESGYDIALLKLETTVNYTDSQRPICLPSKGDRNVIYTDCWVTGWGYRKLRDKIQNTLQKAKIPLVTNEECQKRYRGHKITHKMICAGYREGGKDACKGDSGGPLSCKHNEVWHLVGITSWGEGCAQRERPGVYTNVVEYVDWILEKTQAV
# PGE2 EP2 inh = human EP2 receptor antagonists, primary screen, TR-FRET cAMP, C6 glioma cells | Prostaglandin E2 receptor EP2 subtype (Homo sapiens), P43116 | C6 glioma cells expressing human EP2; cells stimulated with saturating PGE2 | inhibition, % at 25 µM | 260,000 tested, 0.52% active | AID 1422, 2008;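 active = percent inhibition above 40 after rounding to a whole number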;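 also: rat C6 glioma host cells with rolipram phosphodiesterase inhibitor present; the protocol text gives 20 µM as final concentration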
# Target sequence (P43116 whole entry, looked up): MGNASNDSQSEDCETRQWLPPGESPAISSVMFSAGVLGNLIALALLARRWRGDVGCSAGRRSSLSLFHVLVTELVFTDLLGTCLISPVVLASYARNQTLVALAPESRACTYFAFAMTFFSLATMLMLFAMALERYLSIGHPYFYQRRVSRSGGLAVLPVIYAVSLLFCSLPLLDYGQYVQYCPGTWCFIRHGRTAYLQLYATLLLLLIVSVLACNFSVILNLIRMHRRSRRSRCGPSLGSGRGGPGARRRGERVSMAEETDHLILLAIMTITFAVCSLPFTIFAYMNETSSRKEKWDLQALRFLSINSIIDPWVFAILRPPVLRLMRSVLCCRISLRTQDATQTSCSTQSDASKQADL
# L929 necroptosis = inhibitors of zVAD-triggered necroptosis, primary screen, L929 cells; viability rescue, % at 10 µM; L929 zVAD necroptosis rescue, ATP luminescence, 24 h; with zVAD 60 µM; AID 1377, 2008; 220,000 tested, 0.38% active;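 active = activation, scaled between plate controls, above about 75%, limit read from the data; inactive = activation under that limit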;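 also: 0% = zVAD with DMSO and 100% = DMSO alone without zVAD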
# Tb hexokinase = Trypanosoma brucei hexokinase 1 inhibitors, primary screen, biochemical, G6PDH-coupled NADH absorbance, MLSCN library. hexokinase 1 [Trypanosoma brucei]. recombinant TbHK1, G6PDH-coupled NADH A340. inhibition, % at 10 µM. 220,000 tested, 0.11% active;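 active = inhibition of 50% or more in the single-dose primary screen; inactive = inhibition below 50%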
# FXIIa inh = human FXIIa protease inhibitors, primary screen, biochemical, 1536-well. 220,000 tested, 0.3% active. Coagulation factor XII (Homo sapiens), P00748. inhibition, % at 5 µM. purified FXIIa, Boc-QGR-AMC fluorogenic substrate, 2 h. AID 800, 2007; in the data active = inhibition above about 40%;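 also: 0% = enzyme with no compound and 100% = blank without enzyme; many of its hits are not listed in these tables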
# CHOP inh = inhibitors of CHOP promoter induction, primary screen, cell-based, unfolded protein response, luciferase reporter; inhibition, % at 10 µM; 220,000 tested, 3.8% active; CHO-K1 CHOP-promoter luciferase, tunicamycin-induced, 15-18 h;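 active = compounds that reduced the stress-induced luciferase reporter signal by more than about 70% of percent inhibition, limit read from the data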;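 also: 0% = tunicamycin plus vehicle and 100% = wells without tunicamycin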
# PPC-1+TRAIL kill = compounds killing PPC-1 cancer cells with TRAIL present, primary screen, TRAIL potentiator project, ATPLite luminescence, uHTS | PPC-1 cells + TRAIL, ATPLite viability luminescence | cell killing (% activity), % at 4 µM | 220,000 tested, 0.41% active;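 active = cell killing above 50% in the first pass at 4 µM, then a duplicate retest at 5 µM averaging 50% or more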;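 also: plate controls were cells with TRAIL plus DMSO for no effect and medium-only wells lacking cells for full effect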
# Wee1 stabilizer = Wee1 degradation inhibitors, primary screen, cell-based, HeLa, Wee1K328M-luciferase, luminescence. Wee1-like protein kinase (Homo sapiens), P30291. HeLa Luc-Wee1K328M stability; 100% = proteasome inhibitor MG132 effect. reporter increase, % at 5 µM. 220,000 tested, 1.2% active. AID 1321, 2008;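 active = activation above the mean of all tested compounds plus 3 SD, set per screening run, cut at about 8.8% in these data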;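 also: cells exposed to compound for 20 h before luminescence read; 0% = DMSO alone and 100% = MG132 at 30 µM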
# TNF necrop inh = inhibitors of TNF-alpha triggered necroptosis, primary screen, cell-based, Jurkat FADD-/-, single concentration; Jurkat FADD-/- TNF necroptosis rescue, ATP luminescence, 24 h; 0 = TNF only, 100 = no-TNF cells; activation (protection from cell death), % at 10 µM; 220,000 tested, 0.068% active; AID 463075, 2010;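 active = activation, meaning protection from cell death, of at least 50% relative to plate controls; inactive = activation below 50%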;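 also: necroptosis triggered by 40 ng/mL TNF-alpha added together with compound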
# * = called active by the depositor; x = no result given; & = joins results of further samples.
SMILES,FXIa inh 1536,PGE2 EP2 inh,L929 necroptosis,Tb hexokinase,FXIIa inh,CHOP inh,PPC-1+TRAIL kill,Wee1 stabilizer,TNF necrop inh
COc1ccc(-c2n[nH]c(=S)o2)c(OC)c1,0,14,-0.3,-13,9,9,6,1,-0.2
Nc1nc2nccc(-c3ccco3)n2n1,-4,2,4.2,-31,3,14,5,2,-1.8
Cc1ccc(-c2nn[nH]n2)o1,1,3,1.0,-3,5,-18,16,1,-0.3
CCc1nnc(NC(=O)c2cc(S(=O)(=O)N3CCOCC3)ccc2N2CCCCC2)s1,2,3,0.5,-4,7,72*,2,2,1.2
CC#CCC(CC#CC)c1nc2ccccc2c(=O)n1N,-6,7,-0.7,-4,1,0,1,-2,0.6
CCOc1ccc(-c2csc(C3COc4ccccc4O3)n2)cc1 (stereo not given),x,10,0.0,-4,x,x,x,3,-0.2
CCCCNC(=O)CC(=O)Nc1ccccc1C(=O)O,5,10,-0.1,5,19,-1,7,0,-2.1
CCOC(=O)c1c(Cc2cccc(Cl)c2)c[nH]c1C,19,8,2.6,3,24,39,9,3,0.2
CCOC(=O)Cn1c(=O)n(Cc2ccco2)c(=O)c2ccc(C(=O)NC3CCCC3)cc21,3,7,-0.7,0,14,-11,10,0,-0.2
CN(CC(=O)Nc1ccccc1C(F)(F)F)C(=O)COc1cccnc1[N+](=O)[O-],2,9,2.0,-7,7,5,-18,1,0.5
CC(=O)Nc1ccc(SC(C)C(=O)NC(N)=O)cc1 (stereo not given),-6,6,0.1,-8,7,23,3,-1,-0.8
NC(=O)CC(NC(=O)Cc1ccc(Br)cc1)c1ccc(N2CCC(Br)CC2)c([N+](=O)[O-])c1 (stereo not given),1,16,0.6,29,8,87*,4,x,1.0
Cc1cc([N+](=O)[O-])nn1CC(=O)N1CCOCC1,-5,8,16,-16,5,-1,10,0,-0.5
COCc1c(C(=O)N/N=C/c2cccc3ccccc23)nnn1-c1nonc1N,0,6,4.1,-12,10,46,5,1,0.1
CCOc1cc(-c2cc(-c3ccc(OC)cc3)nc(N)c2C#N)ccc1O,3,6&14,0.0,-25,-1,68,5,4,-1.6
COC(CN(C(=O)CCl)C(C(=O)NC1CCCCC1)c1ccc(C)cc1)OC (stereo not given),-9,4,x,4,-6,-15,1,-2,-8.2
CCc1ccc(N2CC(C(=O)OCC(=O)Nc3cc(C)on3)CC2=O)cc1 (stereo not given),2,13,-0.1,0,12,22,1,1,0.2
Cc1nc(NC(=O)c2ccccc2)sc1-c1csc(Nc2ccc(C(=O)O)cc2)n1,2,12,1.2,-47,5,63,4,2,-14
Cc1cc(C(=O)Nc2ccc(OCc3ccccc3)cc2)c(C)o1,-5,18,2.1,3,2,15,17,1,-3.9
O=C(CN1C(=O)CC(c2ccco2)Sc2ccccc21)Nc1ccccc1F (stereo not given),5,7,-0.7,1,15,15,x,0,-3.9
Cc1ccccc1N1C(=O)c2sc3nc4c(c(=O)n3c2C1=O)CCC4,-8,4,1.2,8,2,106*,19,1,-0.8
C=CCn1c(C(C)NC(=O)c2cccs2)n[nH]c1=S (stereo not given),-1,7,0.0,1,5,-24,-5,0,0.9
O=c1[nH]c(CN2CCN(c3ccccc3O)CC2)nc2scc(-c3ccccc3Cl)c12,-1,2,3.0,0,3,43,-4,1,-0.7
O=C(Nc1ccccc1)c1cc(-c2ccccc2Cl)no1,-19,15,-0.1,10,-24,20,20,2,-0.4
N#CCCn1cc(C(=O)O)c(-c2cccs2)n1,4,2,-0.1,13,9,-5,-8,-1,0.8

# An excerpt of these results, tab-delimited.
structure	FXIa inh 1536	PGE2 EP2 inh	L929 necroptosis	Tb hexokinase	FXIIa inh	CHOP inh	PPC-1+TRAIL kill	Wee1 stabilizer	TNF necrop inh
CCOc1ccc(-c2csc(C3COc4ccccc4O3)n2)cc1 (stereo not given)	x	10	0.0	-4	x	x	x	3	-0.2
N#CCCn1cc(C(=O)O)c(-c2cccs2)n1	4	2	-0.1	13	9	-5	-8	-1	0.8

# In the list so far, two contain an aryl methoxy group.
SMILES,FXIa inh 1536,PGE2 EP2 inh,L929 necroptosis,Tb hexokinase,FXIIa inh,CHOP inh,PPC-1+TRAIL kill,Wee1 stabilizer,TNF necrop inh
COc1ccc(-c2n[nH]c(=S)o2)c(OC)c1,0,14,-0.3,-13,9,9,6,1,-0.2
CCOc1cc(-c2cc(-c3ccc(OC)cc3)nc(N)c2C#N)ccc1O,3,6&14,0.0,-25,-1,68,5,4,-1.6

# Whole records from above.
# CCOC(=O)Cn1c(=O)n(Cc2ccco2)c(=O)c2ccc(C(=O)NC3CCCC3)cc21 in the list: FXIa inh 1536: 3; PGE2 EP2 inh: 7; L929 necroptosis: -0.7; Tb hexokinase: 0; FXIIa inh: 14; CHOP inh: -11; PPC-1+TRAIL kill: 10; Wee1 stabilizer: 0; TNF necrop inh: -0.2
# Cc1cc([N+](=O)[O-])nn1CC(=O)N1CCOCC1 in the list: FXIa inh 1536: -5; PGE2 EP2 inh: 8; L929 necroptosis: 16; Tb hexokinase: -16; FXIIa inh: 5; CHOP inh: -1; PPC-1+TRAIL kill: 10; Wee1 stabilizer: 0; TNF necrop inh: -0.5
# COCc1c(C(=O)N/N=C/c2cccc3ccccc23)nnn1-c1nonc1N in the list: FXIa inh 1536: 0; PGE2 EP2 inh: 6; L929 necroptosis: 4.1; Tb hexokinase: -12; FXIIa inh: 10; CHOP inh: 46; PPC-1+TRAIL kill: 5; Wee1 stabilizer: 1; TNF necrop inh: 0.1

# The results go on.
SMILES,FXIa inh 1536,PGE2 EP2 inh,L929 necroptosis,Tb hexokinase,FXIIa inh,CHOP inh,PPC-1+TRAIL kill,Wee1 stabilizer,TNF necrop inh
Cc1ccn(CC(=O)N/N=C/c2cc([N+](=O)[O-])ccc2O)n1,10,12,0.1,-27,8,40,21,3,-1.3
COc1cccc(NC(=S)NNC(=O)Cn2nc(C(F)F)cc2C(F)F)c1,-4,12,-0.3,0,-2,-23,6,3,0.3
COc1ccc(-c2nc(-c3ccccc3)c(-c3cccs3)[nH]2)cc1OC,4,12,0.1,-34,21,21,-14,-1,-2.8
CCN(CC)C(=O)C1CCCN(Cc2cccc(Oc3ccccc3)c2)C1 (stereo not given),1,8,-0.4,-4,11,2,-19,-1,-0.3
O=C(NCc1cccs1)c1ccc(Br)o1,29,7,x,3,12,8,7,-1,2.2
CC(=O)Nc1ccc(NC(=O)C2CCCN2C(=O)Nc2ccccc2[N+](=O)[O-])cc1 (stereo not given),-3,6,0.0,-6,2,-13,13,-2,0.7
COC(=O)c1ccccc1NC(=O)c1ccc2c(c1)OCCO2,-10,20,0.4,6,7,26,-4,1,-1.7
O=S1(=O)N=C(Oc2cccc3ccccc23)c2ccccc21,-7,6,1.2,0,3,10,6,0,-3.0
CC(C)CC1NC(=O)N(CC(=O)Nc2ccccc2-c2ccccc2)C1=O (stereo not given),-4,19,1.1,-1,8,50,2,6,-0.1
O=C(N/N=C/c1cc(Br)ccc1O)Nc1ccccc1,22,8,13,-1,23,33,24,3,0.2
CCCNC(=O)COC(=O)c1ccc(N2CCCC2)c([N+](=O)[O-])c1,-8,5,2.3,-2,-2,-10,14,-2,0.5
Cc1ccccc1N(CC(=O)N/N=C/c1cc(C)n(-c2ccccc2C)c1C)S(C)(=O)=O,18,13,0.3,-8,18,57,-18,2,-2.4
Cc1cc(NCC(c2ccccc2)c2ccccc2)n2ncnc2n1,5,4,-2.7,1,9,-14,19,0,-2.5
CCc1ccc(C2C(C#N)=C(N)SC(N)=C2C#N)cc1,3,12,-0.6,4,24,30,14,0,-2.7
COc1cccc(N=Nc2c(N)[nH][nH]c2=O)c1,5,2,1.4,-24,2,25,9,0,1.7
COc1ccc(-c2nc(C#N)c(N3CCc4ccccc4C3)o2)cc1OC,20,5,-0.1,-20,19,-26,45,3,-1.0
Cc1c(NC(=O)CC(=O)Nc2c(C)n(C)n(-c3ccccc3)c2=O)c(=O)n(-c2ccccc2)n1C,-9,17,-0.2,74*,-2,15,10,-3,1.3
CCn1ccnc1CN1CCC(CO)(CCOc2ccccc2)CC1,-3,3,1.8,2,4,1,10,0,0.5
CCCCOC(=O)Nc1nnc(-c2ccccc2OC)s1,-18,2,0.2,-13,-16,83*,5,0,-2.0
COc1ccc(C2CC(c3cccc(OC)c3OC)n3nnnc3N2)cc1 (stereo not given),2,4,0.8,-1,6,9,-21,-1,0.4
COc1cc(/C=C(\C#N)C(=O)NCC2CCCO2)cc(OC)c1OC (stereo not given),1,10,0.8,-21,13,-18,15,-3,-0.5
C(=C\c1ccco1)/C=N/n1cnnc1,-4,7,2.3,-87,-21,34,9,9.7*,0.7
Cc1cccc(CCNC(=O)c2cc(=O)[nH]c3ccc(Br)cc23)c1,1,9,1.3,2,2,73*,-9,-2,0.0
N#Cc1ccsc1NC(=O)c1cnccn1,3,17,-0.2,-20,16,3,x,0,-4.2
Cc1nc2c(sc3nc(N4CCOCC4)c4c(c32)CC(C)(C)OC4)c(-c2ccccc2)c1C(=O)O,1,17,0.1,-39,5,25,9,6,-2.0
SMILES,FXIa inh 1536,PGE2 EP2 inh,L929 necroptosis,Tb hexokinase,FXIIa inh,CHOP inh,PPC-1+TRAIL kill,Wee1 stabilizer,TNF necrop inh
CCOc1ccccc1NC(=O)CN(c1ccc(OC)cc1OC)S(=O)(=O)c1ccccc1[N+](=O)[O-],7,8,-0.5,-3,14,16,39,1,-1.5
N=C(N)SCc1ccc(O)c([N+](=O)[O-])c1,-3,11,0.6,-20,4,8,-3,3,0.4
Cc1nc2ccc(Nc3nc4cc(S(=O)(=O)N5CCOCC5)ccc4o3)cc2s1,-9,8,4.9,-19,2,24,-14,-2,3.6
O=C1/C(=C/c2ccncc2)SC(=S)N1Nc1ccccc1,1,64*,-0.7,-11,4,14,-1,0,1.2
CCOC(=O)c1sc(NC(=S)NC(=O)c2cccc(Cl)c2)c(C(=O)OCC)c1C,1,29,-0.1,-4,12,23,-4,-2,-1.7
Cc1ccc(NC(=O)CN2C(=O)S/C(=C\c3ccccn3)C2=O)cc1,-3,9,0.5,-12,4,29,19,1,-2.0
Cc1ccc(S(=O)(=O)NC2=NCN(CCOC(=O)c3ccccc3)CN2)cc1,-3,7,-0.2,1,10,8,-3,-1,-0.1
CS(=O)(=O)N(CC(=O)N1CCN(c2ccccc2F)CC1)c1cccc(C(F)(F)F)c1,6,6,-0.1,2,-8,61,4,-2,-1.1
COc1ccc(NC(=O)c2ccc3c(c2)C(=O)N(Cc2cccnc2)C3=O)c(OC)c1,-3,7,2.1,-8,7,3,-4,3,1.1
CCOc1ccc(OCC)c(-c2c(=O)n(OCc3ccc(Cl)cc3)c3ccccc3[n+]2[O-])c1,23,7,-0.2,-4,16,24,9,0,-4.1

# Printed as active in Tb hexokinase, of those listed so far:
Compound	FXIa inh 1536	Tb hexokinase	FXIIa inh	CHOP inh	Wee1 stabilizer
Cc1c(NC(=O)CC(=O)Nc2c(C)n(C)n(-c3ccccc3)c2=O)c(=O)n(-c2ccccc2)n1C	-9	74*	-2	15	-3

# Not all compounds are listed; rates above refer to the full screens.
